# Screens: PubChem BioAssay, several laboratories
# ABHD5-PLIN5 inh: inhibitors of human ABHD5-perilipin-5 interaction; Q00G26+Q8WTS1; Split G. princeps luciferase complementation, luminescence, 4 h; inhibition, % at 4 µM; 360,000 compounds, 0.78% hits;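 active = inhibition above the mean inhibition across every tested compound plus 3 SD, cut at about 22% in these data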;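 note: 0% = DMSO only wells and the 100% control is not disclosed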
# TLR9-MyD88 block: inhibitors of human TLR9-MyD88 binding | Q9NR96+Q99836 | CHO BLA complementation TLR9-MyD88, CCF4 FRET ratio | inhibition, % at 4.98 µM | 340,000 compounds, 0.21% hits;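 active = inhibition above the mean over all tested compounds plus 3 SD, cut at about 21% in these data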;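 note: 0% = DMSO only wells and 100% = clavulanate BLA inhibitor control wells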
# ABCB6 inh 2: inhibitors of human ABC transporter ABCB6. Q9NP58. K562-ABCB6 porphyrin accumulation, flow cytometry, 1 h; active compounds read low. fluorescence ratio to DMSO, % at 10 µM. 360,000 compounds, 0.19% hits. AID 602162;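 active = fluorescence ratio to DMSO below 75%, the collection mean minus 3 SD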;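 note: signal is porphyrin accumulated inside mitochondria; 100% equals median channel fluorescence of DMSO control wells; lower ratio means ABCB6 inhibition with less porphyrin fluorescence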
# NOD2-RIPK2 inh: inhibitors of human NOD2-RIPK2 interaction; O43353; CHO BLA complementation NOD2-RIPK2, CCF4 ratio; inhibition, % at 4.98 µM; 360,000 compounds, 0.38% hits; in the data active = inhibition above about 21%;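 note: 0% = vehicle only and 100% = reference blocker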
# Target sequence (O43353 whole entry, looked up): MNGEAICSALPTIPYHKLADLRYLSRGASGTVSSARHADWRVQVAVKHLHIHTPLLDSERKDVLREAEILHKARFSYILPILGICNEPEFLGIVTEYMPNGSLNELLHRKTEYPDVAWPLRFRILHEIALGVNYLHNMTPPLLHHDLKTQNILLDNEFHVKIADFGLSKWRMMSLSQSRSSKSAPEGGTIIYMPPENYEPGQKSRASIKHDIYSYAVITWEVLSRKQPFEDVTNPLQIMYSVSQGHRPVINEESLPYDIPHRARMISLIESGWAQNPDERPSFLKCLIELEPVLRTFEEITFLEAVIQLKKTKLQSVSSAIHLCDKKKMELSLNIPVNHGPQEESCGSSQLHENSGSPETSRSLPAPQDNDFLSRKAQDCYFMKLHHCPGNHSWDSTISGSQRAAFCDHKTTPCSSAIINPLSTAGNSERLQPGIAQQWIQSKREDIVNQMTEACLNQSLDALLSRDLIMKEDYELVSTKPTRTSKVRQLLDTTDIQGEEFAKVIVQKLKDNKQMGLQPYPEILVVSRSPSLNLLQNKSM
# Granule exo inh: lytic granule exocytosis inhibition; TALL-104 LAMP-1 surface exposure, flow cytometry; cells stimulated with thapsigargin and PMA; inhibition, % at 10 µM; 360,000 compounds, 0.66% hits;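 active = inhibition above about 55%, limit read from the data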
# Vif inh: HIV Vif inhibition; 340,000 compounds, 0.35% hits; HEK293T cells, Vif self-association by quenched fluorescence, imaging, 24 h; inhibition, % at 7.49 µM; in the data active = inhibition above about 50%, passing the limit was not always enough; note: some results filed as inactive read as strong as hits
# MC4R barr agon: activates human MC4R beta-arrestin recruitment. P32245. U2OS MC4R beta-arrestin complementation, luminescence; percent of melanotan II response, DMSO zero. activation, % at 8.9 µM. 360,000 compounds, 0.98% hits;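 active = activation above a per-plate cutoff, the mean activation of sample wells on that plate plus 3 SD, cut at about 8% in these data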
# Target sequence (P32245 whole entry, looked up): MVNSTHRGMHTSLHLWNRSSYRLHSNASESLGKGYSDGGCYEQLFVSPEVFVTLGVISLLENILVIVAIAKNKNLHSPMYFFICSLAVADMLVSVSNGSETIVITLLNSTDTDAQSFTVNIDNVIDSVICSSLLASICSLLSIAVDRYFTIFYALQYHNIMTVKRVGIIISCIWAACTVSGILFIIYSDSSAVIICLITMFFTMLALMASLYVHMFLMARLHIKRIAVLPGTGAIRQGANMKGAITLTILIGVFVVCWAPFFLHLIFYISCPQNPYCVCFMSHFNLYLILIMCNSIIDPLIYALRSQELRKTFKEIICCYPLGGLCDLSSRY
# aDG glyco up: increases alpha dystroglycan glycosylation. AID 624168. Pro5-aDG cells, alpha-DG glycosylation AlphaScreen (IIH6); 0% Pro5, 100% B10-LARGE cell signal. activation, % at 10 µM. 360,000 compounds, 0.22% hits;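 active = activation of at least 8% versus controls, or a plate z-score of at least 8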;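 note: Pro5 are CHO cells carrying HIG-tagged alpha-DG that lacks glycosylation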
# MC4R antag cAMP: human MC4R antagonism in cAMP assay | P32245 | MC4R-expressing cells, MTII-stimulated cAMP, LANCE TR-FRET | inhibition, % at 6.5 µM | 360,000 compounds, 0.48% hits | AID 540295;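 active = inhibition above its plate's cutoff, the mean of tested wells on that plate plus 3 SD, cut at about 29% in these data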;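 note: 0% = Melanotan II alone and 100% = Melanotan II plus saturating MCL0020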
#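 Assay system: U2OS cells stably expressing human melanocortin 4 receptor (MC4R) / Dosing: 6.5 µM / Timing: compound 30 min, challenge 1 h, detection 1 h / Measured by: Eu-cAMP/anti-cAMP TR-FRET, emission 671 nm / Replicates: singlicate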
# N-glyco inh: N-linked glycosylation inhibition; D54 ERlucT glycosylation luciferase reporter, 24 h; percent of 100 nM tunicamycin response; reporter increase, % at 12.5 µM; 360,000 compounds, 0.23% hits; AID 588692;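 active = mean luciferase reporter signal, scaled so untreated is 0 and the glycosylation-blocking control 100, at or above a set limit in every replicate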;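 note: luciferase carries N-glycosylation sites so blocking glycosylation raises the light; 0% = median of neutral control wells and 100% = median of 100 nM tunicamycin wells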
# Active calls of the source: *; nt = no result given. An excerpt; count on the stated rates, not on these rows.
SMILES,ABHD5-PLIN5 inh,TLR9-MyD88 block,ABCB6 inh 2,NOD2-RIPK2 inh,Granule exo inh,Vif inh,MC4R barr agon,aDG glyco up,MC4R antag cAMP,N-glyco inh
Nc1[nH]c(C(=O)c2ccccc2)c(-c2ccccc2Br)c1C(=O)NCCc1ccc(Cl)cc1Cl,-17,nt,96,-2,9,nt,nt,-0.2,nt,nt
COc1ccc(S(=O)(=O)N2CCc3ccccc32)cc1NC(C)=O,3,-1,135,-8,-8,1,-1.2,-0.6,8,4
O=C(COc1cccc(C(F)(F)F)c1)Nc1ccc2[nH]ncc2c1,-8,1,100,7,-4,3,0.3,0.4,18,1
Cc1cccc(NC(=S)NCc2ccc3c(c2)OCO3)c1C,0,-1,100,3,-5,-26,-0.9,-0.2,2,-5
CC(C)(C)NC(=O)c1cccnc1Sc1ccccc1,-6,-14,98,0,-4,10,-2.3,-0.1,12,1
CCn1c(SCC(=O)Nc2ccccc2C(=O)OC)nnc1-c1ccc(N)cc1,-2,-1,96,-2,-2,-9,-2.7,-0.1,-2,0
CC(=O)Nc1ccc(NC(=O)CSc2nnc(NC(=O)C3CC(=O)N(c4ccc(F)cc4)C3)s2)cc1 (configuration not stated),-8,1,97,-6,-1,0,-2.9,-0.1,6,1
CC(=O)Nc1cc(C(=O)N2CCCC2)ccc1Sc1ccc(Cl)cc1,3,-3,102,-11,-2,nt,-0.4,0.4,3,-1
CCOc1ccccc1N1CCN(CC(=O)NCCc2ccc(S(N)(=O)=O)cc2)CC1,-6,-2,108,-1,-3,5,1.1,-0.3,10,3
CN1CCCC(C)(C(=O)Nc2cccc(Oc3ccccc3)c2)C1 (configuration not stated),-5,nt,103,-25,-4,1,-1.1,0.4,0,-2
COc1ccccc1C(c1nnnn1C(C)(C)C)N1CCN(Cc2ccncc2)CC1 (configuration not stated),-2,5,92,-1,-2,5,0.1,0.2,-4,1
N/C(Cc1cccs1)=N\OC(=O)COc1ccccc1Cl,-10,6,105,2,-2,18,-1.1,0.2,3,0
CC(C)=NN1C(c2nonc2N)=NOC1(C)C,4,nt,107,-15,-2,-3,1.8,0.0,1,-2
CC1CCCCN1CCCNC(=O)Cn1c(=O)c2cccn2c2ccccc21 (configuration not stated),-8,-11,110,-7,-2,-1,0.3,-0.1,15,0
O=C(NCc1ccccc1)Nc1cccn(Cc2ccc(F)cc2)c1=O,-5,-4,96,4,-8,2,0.1,0.6,-5,-5
COC(=O)[C@@]12C[C@@H](CC(=O)N3CCN(C(=O)C4CC4)CC3)C(=O)N(Cc3ccco3)C1=CCC(C)(C)C2,2,nt,nt,-10,-18,nt,nt,0.0,nt,nt
C[C@H]1Cn2cnc(C(=O)NCc3ccc(CNC(=O)OC(C)(C)C)cc3)c2C(=O)N1,-6,-4,88,-9,2,-13,-1.8,-0.3,4,2
CCN(CC)CCNC(=O)c1ccc(NC(=O)C2CCN(c3ncnc4sc(C)c(C)c34)CC2)cc1,13,1,97,0,-3,-8,-1.2,1.6,-2,-5
CCOC(=O)N1CCC(N2C(=O)c3ccc(C(=O)Nc4cccc(OC)c4)cc3C2=O)CC1,-4,-15,95,12,-3,-5,12*,-0.3,1,0
CC1CC(C)CN(C(=O)c2ccc(NC(=O)c3ccc(=O)[nH]c3)cc2)C1 (configuration not stated),2,1,94,-5,-9,3,1.0,-0.2,0,-1
CN(C)c1ccc(C(c2nnnn2C(C)(C)C)N2CCN(C(=O)c3ccco3)CC2)cc1 (configuration not stated),0,7,100,-4,3,1,-1.4,0.0,-7,1
Cc1nc2ccccn2c1C(=O)C(=O)Nc1cc(F)ccc1F,-5,-5,99,10,-3,-1,-0.5,-0.3,14,2
O=C1CC(N2CCN(Cc3ccc4c(c3)OCO4)CC2)C(=O)N1c1ccccc1 (configuration not stated),5,1,96,0,-1,-9,-0.3,-0.1,5,3
Cc1cccc(C)c1N/C=C/c1onc(C)c1[N+](=O)[O-],5,-7,99,-18,3,1,7.1,0.0,1,-1
O=C(c1cc2ccccc2o1)N1CCN(Cc2ccccc2)CC1,5,2,95,0,1,-5,-1.6,0.0,-1,-4

# Profiles, quoted from the list. Screens in order: ABHD5-PLIN5 inh | TLR9-MyD88 block | ABCB6 inh 2 | NOD2-RIPK2 inh | Granule exo inh | Vif inh | MC4R barr agon | aDG glyco up | MC4R antag cAMP | N-glyco inh
# COc1ccccc1C(c1nnnn1C(C)(C)C)N1CCN(Cc2ccncc2)CC1 (configuration not stated) is listed as -2 | 5 | 92 | -1 | -2 | 5 | 0.1 | 0.2 | -4 | 1
# Cc1nc2ccccn2c1C(=O)C(=O)Nc1cc(F)ccc1F is listed as -5 | -5 | 99 | 10 | -3 | -1 | -0.5 | -0.3 | 14 | 2
# C[C@H]1Cn2cnc(C(=O)NCc3ccc(CNC(=O)OC(C)(C)C)cc3)c2C(=O)N1 is listed as -6 | -4 | 88 | -9 | 2 | -13 | -1.8 | -0.3 | 4 | 2
# O=C1CC(N2CCN(Cc3ccc4c(c3)OCO4)CC2)C(=O)N1c1ccccc1 (configuration not stated) is listed as 5 | 1 | 96 | 0 | -1 | -9 | -0.3 | -0.1 | 5 | 3
# O=C(COc1cccc(C(F)(F)F)c1)Nc1ccc2[nH]ncc2c1 is listed as -8 | 1 | 100 | 7 | -4 | 3 | 0.3 | 0.4 | 18 | 1

# Next part
SMILES,ABHD5-PLIN5 inh,TLR9-MyD88 block,ABCB6 inh 2,NOD2-RIPK2 inh,Granule exo inh,Vif inh,MC4R barr agon,aDG glyco up,MC4R antag cAMP,N-glyco inh
O=C(CCn1cnnn1)N1CCCC(Nc2ccc(F)cc2)C1 (configuration not stated),1,-7,110,-8,0,12,-1.7,-0.3,-7,0
NC(=O)C1Cc2ccccc2CN1S(=O)(=O)c1cccs1 (configuration not stated),-4,-6,101,10,-4,3,-3.4,0.8,17,0
O=C(O)c1ccccc1-c1ccccc1C(=O)Nc1ccc(OC(F)(F)F)cc1,19,4,99,-1,-5,10,0.3,-0.1,-3,-1
CCC(c1nnnn1C(C)(C)C)N1CCN(C2CCCC2)CC1 (configuration not stated),2,6,89,-11,-3,11,-1.0,-0.2,3,-2
Clc1cccc(Nc2ncnc3c2cnn3-c2ccccc2)c1,0,-6,100,3,8,-31,2.7,0.0,13,-4
CCC(C)(C)NC(=O)C(c1ccc(OC)cc1)N(Cc1cccs1)C(=O)CCC(=O)Nc1cc(C)on1 (configuration not stated),-6,-3,99,-3,-1,nt,0.2,0.1,2,-2
COc1ccccc1CNC(=O)c1cc(-c2ccc(F)cc2C)n[nH]1,-3,nt,98,7,-3,0,-1.1,0.3,3,0
N#Cc1cnc(SCCc2ccccc2)nc1N,-3,-12,97,5,3,nt,0.5,-0.1,1,nt
CC(O)c1nc2ccccc2n1CC(=O)N1CCN(c2ccccc2)CC1 (configuration not stated),12,2,100,-9,7,1,2.4,0.7,-2,-2
Cc1ncc(CO)c2c1Oc1nc(-c3ccccc3F)nc(SCC(=O)N(C)c3ccccc3)c1C2,0,-3,102,9,-4,-6,-1.6,-0.3,22,-2
CC[C@@H]1C(=O)[C@H](Cc2ccccc2)[C@H]2CCCC(=O)N3CC[C@@H]1[C@@H]23,-2,-7,99,0,63*,-1,-1.2,-0.1,-2,1
Cc1ccc(S(=O)(=O)NCCC(=O)N2CCCCCCC2)cc1,12,-17,100,-10,-1,3,-2.4,-0.2,-4,-1
COc1cc(C(=O)NNC(=O)c2ccccc2Br)ccc1OCC(=O)N1CCOCC1,9,2,99,-2,-4,2,-0.3,-0.2,8,1
O=C(c1ccccc1)N1CCCC(C(=O)N2CCc3ccccc3C2)C1 (configuration not stated),-7,-1,97,-3,0,-6,-2.1,0.2,11,-1
Cc1cccc(N2CCN(C(=O)CSc3ccc4c(c3)OCCO4)CC2)c1C,2,-1,96,18,12,-9,3.4,0.0,6,1
COc1cc(/C=N/NC(=O)c2cc(C)oc2C)ccc1O,-3,-16,105,0,-8,0,-0.9,0.2,-13,1
CCN(CC(=O)Nc1c(F)cccc1F)C(=O)c1ccc(S(=O)(=O)N(CC)c2ccccc2)cc1,-3,6,96,-8,8,-1,-0.3,-0.2,8,-2
O=[N+]([O-])c1ccc(CN2CCN(c3ccc(Cl)cc3)CC2)o1,-4,6,99,-9,6,19,0.5,-0.1,0,5
C=CCNC(=O)CN(Cc1ccccc1)S(=O)(=O)c1ccc(C)cc1,1,5,109,2,2,7,-1.2,0.0,2,2
CCOC(=O)C1CCCN(C(=O)/C=C/c2cccc([N+](=O)[O-])c2)C1 (configuration not stated),-7,3,99,4,1,-4,-1.5,0.4,8,2
O=C1CN(S(=O)(=O)c2ccccc2)CCN1,5,5,95,7,-7,1,-2.2,0.0,0,1
CC(=O)c1cccc(N(C(=O)CS(=O)CC(=O)Nc2ccc(F)cc2)C(C(=O)NC2CCCCC2)c2ccc(C)o2)c1 (configuration not stated),0,-2,98,-12,-2,-6,0.4,0.2,-1,-1
COc1ccccc1N1CCN(C(CNS(=O)(=O)c2ccc(C)cc2)c2cccnc2)CC1 (configuration not stated),-1,1,102,4,2,17,1.8,0.0,18,0
O=C(NN1C(=O)/C(=C/c2cccs2)SC1=S)c1ccccc1,-5,1,105,8,-1,-2,-0.6,0.1,9,-1
COc1ccccc1N1CCN(C(=O)CSc2nnc(NC(=O)C3CCC3)s2)CC1,0,-4,82,2,-2,6,-0.9,-0.1,0,1

# Results in NOD2-RIPK2 inh (3 entries from above):
SMILES	NOD2-RIPK2 inh
COc1cc(C(=O)NNC(=O)c2ccccc2Br)ccc1OCC(=O)N1CCOCC1	-2
O=C(c1ccccc1)N1CCCC(C(=O)N2CCc3ccccc3C2)C1 (configuration not stated)	-3
Cc1cccc(N2CCN(C(=O)CSc3ccc4c(c3)OCCO4)CC2)c1C	18

# The list goes on.
SMILES,ABHD5-PLIN5 inh,TLR9-MyD88 block,ABCB6 inh 2,NOD2-RIPK2 inh,Granule exo inh,Vif inh,MC4R barr agon,aDG glyco up,MC4R antag cAMP,N-glyco inh
Fc1cccc(NC(=S)NCCc2ccccc2)c1,1,-2,100,-2,-2,-3,-0.8,1.4,-2,-1
COc1ccc(C2C(C#N)=C(N)Oc3cc(O)ccc32)cc1Cl (configuration not stated),5,1,103,0,13,-12,0.3,0.1,-2,2
CN(C)S(=O)(=O)c1cccc(C(=O)Nc2ccc(Cl)cn2)c1,1,0,99,-5,3,19,0.3,0.1,0,0
COc1ccc(-c2nnc(N(C)C(=O)c3cccnc3)s2)cc1,2,-2,87,-7,-3,-15,-1.2,0.1,-7,-3
Cc1ccc2oc(C(=O)NC3CCS(=O)(=O)C3)cc(=O)c2c1 (configuration not stated),-11,4,100,-2,-23,-2,-1.1,-0.1,6,0
O=[N+]([O-])c1ccc(O)c(N=Cc2sc3ccccc3c2O)c1,-5,-7,133,-4,1,2,-3.3,-0.4,7,-4
